Screens (PubChem)
SKN-1 inh – C. elegans SKN-1 inhibition; C. elegans VP596 Pgst-4::GFP/RFP ratio, acrylamide-induced, 24 h; inhibition, % at 21.8 µM; 360,000 tested, 0.49% active; AID 624304;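 active means interference check ratio from 0.5 to 1.5 plus GFP to RFP signal ratio inhibition reaching or exceeding a fixed threshold, cut at about 30% in these data, passing the limit was not always enough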; further: some compounds called inactive have numbers as strong as hits
MsrA act – bovine methionine sulfoxide reductase A activation. purified bovine MsrA, absorbance read-out. activation, % at 10.6 µM. 360,000 tested, 0.3% active. AID 602163; in the data active means activation above about 7.5%;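 further: 0% = vehicle and 100% = reference activator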
Neddylation inh – cullin neddylation inhibition; P61081+Q13564; calls only at 25 µM; TR-FRET cullin neddylation, biochemical; 360,000 tested, 0.58% active; in the data active means inhibition above about 36%
FAS-TE inh – inhibitors of human fatty acid synthase thioesterase domain; inhibition, % at 15 µM; 360,000 tested, 0.67% active; AID 602261; recombinant FAS-TE, OMFH fluorogenic substrate, fluorescence endpoint;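 active means compounds whose normalised, plate-corrected inhibition of enzyme fluorescence in the single-dose primary screen is 50% or more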;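 further: 0% = DMSO with enzyme and 100% = substrate without enzyme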
E coli Lon inh – E. coli protease La inhibition | inhibition, % at 7.94 µM | purified E. coli Lon protease, fluorescence polarization | 360,000 tested, 0.42% active; in the data active means inhibition above about 13%, passing the limit was not always enough;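 further: 0% = enzyme with probe and DMSO and 100% = no enzyme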
Target sequence (P0A9M0 whole entry, looked up): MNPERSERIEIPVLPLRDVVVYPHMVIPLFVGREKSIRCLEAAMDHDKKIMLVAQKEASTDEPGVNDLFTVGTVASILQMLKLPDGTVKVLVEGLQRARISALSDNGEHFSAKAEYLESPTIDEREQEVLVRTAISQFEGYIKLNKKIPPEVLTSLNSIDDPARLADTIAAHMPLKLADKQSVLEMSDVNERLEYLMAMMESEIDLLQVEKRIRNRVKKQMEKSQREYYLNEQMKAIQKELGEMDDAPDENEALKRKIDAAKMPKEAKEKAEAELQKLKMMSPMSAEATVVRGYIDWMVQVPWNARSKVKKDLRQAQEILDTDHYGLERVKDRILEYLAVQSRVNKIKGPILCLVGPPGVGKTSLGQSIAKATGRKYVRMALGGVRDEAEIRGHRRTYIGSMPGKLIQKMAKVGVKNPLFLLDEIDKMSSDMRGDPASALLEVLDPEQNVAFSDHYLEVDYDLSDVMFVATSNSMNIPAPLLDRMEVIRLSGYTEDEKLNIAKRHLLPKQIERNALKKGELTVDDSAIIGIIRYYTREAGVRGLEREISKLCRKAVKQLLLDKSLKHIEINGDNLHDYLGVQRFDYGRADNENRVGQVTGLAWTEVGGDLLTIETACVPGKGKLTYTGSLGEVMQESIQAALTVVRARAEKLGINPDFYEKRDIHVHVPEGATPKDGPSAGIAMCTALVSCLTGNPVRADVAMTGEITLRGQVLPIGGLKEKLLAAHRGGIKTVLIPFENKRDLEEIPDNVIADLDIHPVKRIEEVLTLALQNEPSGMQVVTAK
CendR NRP1 mod – NRP-1/CendR interaction modulation | O14786 | FAM-RPARPAR peptide binding to NRP-1, fluorescence polarization | inhibition, % at 25 µM | 360,000 tested, 0.85% active;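 active means inhibition or corrected inhibition above about 18%, plus a signal ratio from 0.5 to 1.5, limit read from the data, passing the limit was not always enough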; further: strong numbers were not always called active
Rin1 Abl inh – inhibitors of human Rin1-Abl protein interaction; P00519+Q13671; TR-FRET Rin1/Abl binding, biochemical; inhibition, % at 7.35 µM; 360,000 tested, 0.4% active; AID 588664; in the data active means inhibition above about 5%, passing the limit was not always enough
MT1-MMP act inh – inhibitors of human MT1-MMP activation | HT1080 RFP-PRO-GFP cells, GFP/RFP ratio fluorescence, overnight; percent of plate control window, DMSO zero | P50281 | 360,000 tested, 0.061% active | GFP/RFP ratio change, % at 20 µM;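 active means GFP/RFP ratio change of at least 30% with cell ATP level not reduced by more than half and red fluorescence within 50% of control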; further: strong numbers were not always called active
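Material: RFP-PRO-GFP reporter HT1080 cells. Dosing: single-point 20 µM compound, 1% DMSO. Controls: DMSO and RFP-L50D-GFP cell wells. Timing: cells overnight before dosing, compound overnight, 37 °C, 5% CO2. Measure: GFP/RFP fluorescence ratio.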
MLLE-PAM2 inh – inhibitors of microRNA-mediated deadenylation, human PABP1 MLLE binding; 360,000 tested, 0.36% active; inhibition, % at 20 µM; P11940; GST-MLLE / FITC-PAM2 fluorescence polarization; in the data active means inhibition above about 35%, passing the limit was not always enough;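 further: plate controls were DMSO wells with GST-MLLE for no effect and wells lacking GST-MLLE protein for full effect; some results filed as inactive read as strong as hits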
Numbers without * were called inactive; i = inactive; · = no result given. No enrichment for hits; any-hit rate near 4%.

SMILES | SKN-1 inh | MsrA act | Neddylation inh | FAS-TE inh | E coli Lon inh | CendR NRP1 mod | Rin1 Abl inh | MT1-MMP act inh | MLLE-PAM2 inh
Cc1ccc(-c2cc(C(=O)N3CCCc4ccccc43)no2)cc1 | -2 | -8 | i | 20 | -1 | -6 | -2 | 0 | 0
O=C(NCc1ccco1)C1CN(S(=O)(=O)c2ccccc2)CCN1S(=O)(=O)c1ccccc1 (stereo not drawn) | 20 | 3 | i | -1 | -2 | -6 | -5 | 3 | -6
C[C@H](CO)N1C[C@H](C)[C@@H](CN(C)S(=O)(=O)c2cccs2)Oc2ccc(NS(=O)(=O)c3cn(C)cn3)cc2C1=O | 1 | 3 | i | -10 | 3 | 10 | 2 | -3 | 3
CN(C)NC(=S)Nc1ccc(Cl)cc1 | -16 | -7 | i | -11 | 0 | 2 | 4 | 0 | -20
COc1cc(C)ccc1OCc1cc(C(=O)N(C)CCCN2CCOCC2)no1 | 10 | -6 | i | -5 | 2 | 6 | 4 | -5 | 0
Cc1cnc(C(=O)OCC(=O)N(CC(C)C)C2CCS(=O)(=O)C2)cn1 (stereo not drawn) | 25 | -1 | i | -4 | 7 | 12 | 0 | 4 | 14
Cc1onc(-c2ccccc2)c1C(=O)NCc1ccc(Cl)cc1 | 2 | -1 | i | 4 | -2 | 4 | 2 | 4 | 1
COC(=O)c1sc(Nc2ccccc2)nc1C | 0 | -8 | i | 0 | 0 | 8 | 1 | 1 | -9
Cc1csc2nc(CSc3ccc(Cl)cc3)cn12 | 2 | -1 | i | 2 | 0 | -8 | 1 | -1 | 21
COc1ccc(Cc2nc3ccc(C(=O)NCC4COCCO4)cc3o2)cc1OC (stereo not drawn) | 6 | -4 | i | -5 | -15 | 14 | 4 | 0 | 8
COc1ccc(-c2nc(NC(=O)Cn3cnnn3)sc2C)cc1 | -1 | -4 | i | 0 | -5 | 5 | 3 | -1 | -3
Cc1cc2nnc(SCC(=O)Nc3cccc(S(=O)(=O)N4CCOCC4)c3)n2c2ccccc12 | -1 | -4 | i | -7 | -6 | -8 | 2 | 0 | -24
O=C(CCC1CCCN(C(=O)c2cc3ccccc3o2)C1)NCc1ccc(F)c(F)c1 (stereo not drawn) | 32 | -1 | i | 8 | 0 | 7 | 2 | 2 | -7
O=C1CC(Cc2ccccc2)C(=O)N1c1ncccn1 (stereo not drawn) | 0 | -7 | i | -4 | -19 | 2 | 1 | -1 | 10
CC1(C)C2CCC1(C)C(Nc1ccccc1)C2 (stereo not drawn) | 1 | -3 | i | 9 | 4 | 0 | -2 | 17 | 8
COc1cccc(Nc2c(Nc3cccc(OC)c3)c(=O)c2=O)c1 | 11 | 1 | i | 0 | -11 | -3 | 2 | -3 | 5
C/C(=N\NC(=O)c1sccc1C)c1cccnc1 | 4 | 0 | i | -8 | 1 | 19 | -1 | -4 | -7
O=C(CCC(=O)OCC(=O)c1ccccc1)NC1CCCCC1 | -7 | -3 | i | -9 | -4 | 1 | 0 | -5 | -9
Cc1ccc(/C=C2/NC(=O)N(Cc3ccccc3)C2=O)o1 | 9 | -3 | i | -13 | 4 | -83 | 1 | -16 | -38
COc1cccc(CC(=O)Nc2cc(C(F)(F)F)ccc2N2CCCC2)c1 | 14 | -9 | i | 12 | -2 | -10 | 1 | -1 | -5
Cc1ccc(NC(=O)C2CCN(S(=O)(=O)c3ccc4c(c3)NC(=O)C(C)S4)CC2)cc1Cl (stereo not drawn) | 1 | -2 | i | 23 | -11 | -7 | 4 | 0 | -7
CCOC(=O)[C@@H]1[C@H]2COc3ccc(Br)cc3[C@H]2N2C(=O)N(c3ccc(C)cc3)C(=O)[C@@]12C | 1 | -2 | i | 26 | -2 | -4 | 0 | -1 | 3
COC(=O)c1cc(NC(=O)CN2CCOCC2)cc(C(=O)OC)c1 | 15 | 0 | i | -10 | 9 | -1 | -1 | 3 | 15
CCc1cccc(CC)c1NC(=O)COC(=O)CC1c2ccccc2CCN1S(=O)(=O)c1ccc(F)cc1 (stereo not drawn) | 1 | -3 | i | 17 | 5 | -7 | -3 | -5 | -5
Cc1ccc2nc3c(cc(C(=O)NC4CCCC4)c(=N)n3C3CCCCC3)c(=O)n2c1 | 13 | -2 | · | 8 | -1 | -1 | 1 | 3 | -13

Six structures from above, arranged by number of heavy atoms, rising.
SMILES | SKN-1 inh | MsrA act | Neddylation inh | FAS-TE inh | E coli Lon inh | CendR NRP1 mod | Rin1 Abl inh | MT1-MMP act inh | MLLE-PAM2 inh
O=C(CCC(=O)OCC(=O)c1ccccc1)NC1CCCCC1 | -7 | -3 | i | -9 | -4 | 1 | 0 | -5 | -9
COC(=O)c1cc(NC(=O)CN2CCOCC2)cc(C(=O)OC)c1 | 15 | 0 | i | -10 | 9 | -1 | -1 | 3 | 15
COc1cccc(CC(=O)Nc2cc(C(F)(F)F)ccc2N2CCCC2)c1 | 14 | -9 | i | 12 | -2 | -10 | 1 | -1 | -5
O=C(CCC1CCCN(C(=O)c2cc3ccccc3o2)C1)NCc1ccc(F)c(F)c1 (stereo not drawn) | 32 | -1 | i | 8 | 0 | 7 | 2 | 2 | -7
CCc1cccc(CC)c1NC(=O)COC(=O)CC1c2ccccc2CCN1S(=O)(=O)c1ccc(F)cc1 (stereo not drawn) | 1 | -3 | i | 17 | 5 | -7 | -3 | -5 | -5
C[C@H](CO)N1C[C@H](C)[C@@H](CN(C)S(=O)(=O)c2cccs2)Oc2ccc(NS(=O)(=O)c3cn(C)cn3)cc2C1=O | 1 | 3 | i | -10 | 3 | 10 | 2 | -3 | 3

The list goes on.
SMILES | SKN-1 inh | MsrA act | Neddylation inh | FAS-TE inh | E coli Lon inh | CendR NRP1 mod | Rin1 Abl inh | MT1-MMP act inh | MLLE-PAM2 inh
COC(=O)C1=C(C(=O)OC)[C@@H]2N(Cc3ccccc3)c3ccccc3[C@@]23C[C@@H](C(=O)OC)N(C(=O)NC2CCCCC2)C3=N1 | 5 | -1 | i | 4 | -4 | 0 | 0 | 0 | 14
Cc1cccc(NC(=O)NC2(C)CCS(=O)(=O)C2)c1 (stereo not drawn) | -6 | -4 | i | -3 | -9 | 3 | 0 | 0 | -2
CC1CCc2onc(C(=O)O)c2C1 (stereo not drawn) | 0 | 0 | i | -6 | 3 | 13 | 1 | 4 | 11
O=S1(=O)CC(N2CCCCC2)CN1CCc1ccccc1 (stereo not drawn) | 1 | -5 | i | -5 | -6 | 13 | -1 | 3 | 8
Cc1c(NC(=O)C(C)OC(=O)c2cccnc2)c(=O)n(-c2ccccc2)n1C (stereo not drawn) | 15 | -1 | i | 4 | 0 | 0 | 2 | -3 | -4
CCOc1ccc(NC(=O)c2cccc3ccccc23)cc1 | 4 | -3 | i | -4 | -4 | 2 | 0 | -1 | -4
CCOc1ccc(C(=O)NN2C(=S)NC(C)(C)C=C2C)cc1 | -12 | -3 | i | -4 | 1 | 1 | 2 | -2 | 7
CCc1sc(C(=O)Nc2ccc3c(c2)OCO3)cc1C | -15 | -9 | i | 12 | 1 | 4 | 4 | 5 | 15
CCN(C[C@H]1N[C@@](CC)(C(=O)OC)[C@H]2C(=O)N(C)C(=O)[C@@H]12)C(=O)c1ccccc1 | -2 | 0 | i | -9 | 0 | 16 | -3 | 4 | 10
CCC(=O)Nc1nc(C)c(C(=O)Nc2cccc(Cl)c2)s1 | 0 | -1 | i | 3 | 5 | 5 | -1 | 2 | 2
Cc1ccc(CCCOC(=O)C[N+]2(C)CCCC2)cc1 | -2 | -3 | i | -9 | -10 | 8 | 0 | -1 | -128
Cc1ccc(C)c(NC(=O)COC(=O)c2c(-c3ccccc3)noc2C)c1 | 6 | 1 | i | 1 | 6 | 7 | -2 | -1 | 0
O=S(=O)(c1ccc(F)cc1)N1CCCN(c2nccc(C(F)(F)F)n2)CC1 | -11 | -4 | i | 14 | -7 | 3 | 1 | -1 | -14
COc1ccccc1-n1c(SCC(=O)c2ccc(O)cc2O)nc2cc([N+](=O)[O-])ccc21 | 7 | -2 | i | 25 | 8 | -5 | 3 | 0 | -124
O=C(/C=C/c1ccc(O)c(O)c1)c1ccc(S(=O)(=O)N2CCCCCC2)cc1 | 14 | -5 | i | -8 | 14 | 22* | 1 | 7 | -7
COc1ccc(NC(=O)COc2ccc3c(c2)CCC3)cc1S(N)(=O)=O | 13 | 3 | i | 4 | -15 | -2 | 2 | 3 | 1
COc1ccc(NC(=O)COC(=O)CC2CCCCC2)cc1 | 6 | -3 | i | 6 | 5 | 6 | 3 | 3 | -13
Cc1ccc(C)c(N2CCN(C(=O)CCCCn3c(=O)[nH]c4ccccc4c3=O)CC2)c1 | 22 | -1 | i | 8 | -1 | 8 | 1 | -3 | 9
COc1ccc(C(=O)NCCCCCC(=O)N/N=C/c2ccco2)cc1OC | 4 | -2 | i | -6 | -2 | -7 | -3 | -1 | 9
Cc1nn(-c2ccccc2)c(C)c1/C=N/N1CCN(c2ccccc2)CC1 | -1 | 0 | i | 17 | 3 | 0 | 3 | 4 | 26
CC(C)[C@H](NC(N)=O)C(=O)NNC(=O)COc1cccc(C(F)(F)F)c1 | -8 | -1 | i | -6 | -6 | 7 | 4 | 1 | -48
Cc1ccc(NC(=O)c2c(-c3ccccc3)noc2C)nc1 | 3 | -2 | i | -8 | 14 | 6 | 1 | 1 | 10
Cc1nc(N2CCCCC2)c2c(C)c(C(=O)Nc3ccccc3C(F)(F)F)sc2n1 | 12 | -8 | i | 34 | 0 | -4 | -2 | 3 | -5
CC(C)c1[nH]nc2c1C1(CCN(Cc3ccccc3)CC1)C(C#N)=C(N)O2 | 1 | 0 | i | -5 | 30* | -14 | 2 | -21 | 14
CN(c1ccccc1)S(=O)(=O)c1ccc(Cl)c(C(=O)NCCc2c[nH]c3ccccc23)c1 | 1 | -3 | i | 15 | 1 | 4 | -3 | -4 | -4
Other compounds follow.
SMILES | SKN-1 inh | MsrA act | Neddylation inh | FAS-TE inh | E coli Lon inh | CendR NRP1 mod | Rin1 Abl inh | MT1-MMP act inh | MLLE-PAM2 inh
Cc1c(C(=O)N2CCCC2)c(S(=O)(=O)NCCc2ccccc2)c(C)n1C | 12 | -1 | i | -2 | 1 | 5 | -1 | 0 | 11
COCCN(Cc1cc2cc3c(cc2nc1Cl)OCO3)C(C)=O | 6 | -2 | i | -5 | -5 | 3 | 2 | -1 | 13
Cc1ccc(NC(=O)NC2=NN(c3ccccc3)C(=O)/C2=C2/CCCN2C)cc1 | 24 | -2 | i | -5 | 1 | 5 | 1 | 2 | 0
CCc1nc2cc(Cl)c(Cl)cc2nc1CC | 0 | -2 | i | 14 | -6 | 8 | 0 | 0 | 3
CCc1c(C(=O)N/N=C/c2ccsc2)csc1C | 0 | -4 | i | -11 | 7 | -10 | -2 | 2 | 13
Cn1c(O)c(N=NC(=O)Cn2ccc(C(F)(F)F)n2)c2ccccc21 | -3 | -1 | i | 1 | 8 | 10 | -2 | 3 | -7
COc1ccc(CNC(=O)C2CCC(=O)N(CCCN3CCCC3=O)C2)c(OC)c1 (stereo not drawn) | 3 | 0 | i | -7 | -2 | 8 | 2 | 0 | 15
CCCN(CC(=O)Nc1ccccc1OC)C(=O)C1CCCC1 | 1 | -1 | i | -2 | 5 | -9 | 3 | 5 | -6
Cc1cc(C(=O)O)cc(S(=O)(=O)Nc2ccccc2C(=O)NC2CC2)c1C | 10 | -4 | i | -7 | -2 | -8 | -4 | 1 | 8
Cc1ccccc1NC(=O)CCc1nnc2ccc(N3CCC4(CC3)OCCO4)nn12 | 3 | -1 | i | -6 | -5 | -5 | 2 | -2 | 4
O=C(CSc1nc(-c2ccc(F)cc2)cs1)NCCN1C(=O)CSC1=O | 6 | -1 | i | -1 | -5 | -8 | -2 | 1 | 13
CC(C)N(CCNC(=O)C1CCCN(c2ncnc3c2nc2n3CCCCC2)C1)Cc1ccccc1 (stereo not drawn) | 0 | 1 | i | -1 | -13 | 5 | 3 | -1 | 11
COc1ccc(C(C(=O)NCC2CCCO2)N(C(=O)CNC(=O)c2cccs2)c2ccccc2C)cc1OC (stereo not drawn) | 7 | -3 | i | -5 | -6 | 2 | 2 | -2 | 11
